Screens: PubChem BioAssay, The Scripps Research Institute Molecular Screening Center
PAD4 inh – PAD4 (human) enzyme inhibition | recombinant PAD4, RCA probe fluorescence polarization | inhibition, % at 6.36 µM | 330,000 tested, 0.41% active | AID 485272;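 active = percent inhibition above a cutoff equal to the mean of all tested compounds plus 3 SD, cut at about 15% in these data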;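 note: 0% = PAD4 with RCA probe and DMSO and 100% = probe without PAD4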
PREPL inhibitor – human PREPL enzyme inhibition. recombinant PREPL, fluorescence polarization activity-based probe. inhibition, % at 5.96 µM. 320,000 tested, 0.68% active. AID 2751; in the data active = inhibition above about 43%;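 note: 0% = enzyme with DMSO and 100% = wells lacking enzyme; many of its hits are not listed in these tables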
PAFAH1B3 inh – blocks human PAF acetylhydrolase 1B catalytic subunit 3; recombinant PAFAH1B3, FP-rhodamine probe, fluorescence polarization; 340,000 tested, 0.28% active; AID 492972; inhibition, % at 3.39 µM;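 active = inhibition above the screen-wide average of all tested compounds plus 3 SD, cut at about 25% in these data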;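 note: 0% = enzyme with DMSO only and 100% = wells lacking PAFAH1B3 protein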
Target sequence (Q15102 whole entry, looked up): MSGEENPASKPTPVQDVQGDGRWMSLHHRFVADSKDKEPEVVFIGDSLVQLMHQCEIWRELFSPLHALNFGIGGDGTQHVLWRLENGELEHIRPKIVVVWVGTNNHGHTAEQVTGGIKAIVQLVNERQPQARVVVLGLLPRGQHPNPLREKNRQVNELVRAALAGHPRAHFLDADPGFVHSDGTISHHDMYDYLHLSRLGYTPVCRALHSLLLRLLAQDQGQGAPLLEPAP
PAFAH2 inh – PAFAH2 (human) inhibition. 340,000 tested, 0.99% active. recombinant PAFAH2, FP-rhodamine activity probe, fluorescence polarization. inhibition, % at 3.39 µM. AID 492956;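 active = inhibition above the mean over all tested compounds plus 3 SD, cut at about 30% in these data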;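 note: inhibitors block probe labeling of enzyme so polarization drops; 0% = enzyme with DMSO and 100% = wells lacking PAFAH2 protein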
LYPLA2 inh – blocks human lysophospholipase 2, a PME1 counter-screen | 320,000 tested, 0.38% active | recombinant LYPLA2, FP-Rh probe fluorescence polarization | AID 2177 | inhibition, % at 5.9 µM;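 active = inhibition above the screen-wide mean plus 3 SD, limit set per campaign, cut at about 26% in these data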;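 note: 0% = LYPLA2 with DMSO and 100% = wells lacking LYPLA2 enzyme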
EBNA-1 inh – blocks EBNA-1 binding to DNA; inhibition, % at 14.8 µM; EBNA-1 DNA binding, fluorescence polarization; 300,000 tested, 0.34% active; AID 1950; in the data active = inhibition above about 28%
ZTA counter – ZTA (EBV) inhibition in EBNA-1 counter-screen; ZTA-DNA binding, fluorescence polarization; inhibition, % at 11 µM; 320,000 tested, 0.15% active; AID 2234; in the data active = inhibition above about 33%
Target sequence (P03206 whole entry, looked up): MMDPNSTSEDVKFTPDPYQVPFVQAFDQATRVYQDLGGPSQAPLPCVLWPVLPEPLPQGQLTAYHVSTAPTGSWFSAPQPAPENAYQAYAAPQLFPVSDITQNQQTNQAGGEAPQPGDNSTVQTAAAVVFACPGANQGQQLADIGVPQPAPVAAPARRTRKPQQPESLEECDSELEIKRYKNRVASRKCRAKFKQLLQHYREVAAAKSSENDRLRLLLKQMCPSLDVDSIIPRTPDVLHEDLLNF
LYPLA1 counter – LYPLA1 (human) inhibition in PME1 counter-screen | O75608 | recombinant LYPLA1, FP-Rh probe fluorescence polarization | inhibition, % at 5.9 µM | 320,000 tested, 0.16% active;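 active = inhibition above the mean of all tested compounds plus 3 SD, set per campaign, cut at about 14% in these data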;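 note: inhibitors block serine hydrolase probe labeling of LYPLA1 so polarization falls; 0% = enzyme with DMSO and 100% = wells lacking LYPLA1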
Target sequence (O75608 whole entry, looked up): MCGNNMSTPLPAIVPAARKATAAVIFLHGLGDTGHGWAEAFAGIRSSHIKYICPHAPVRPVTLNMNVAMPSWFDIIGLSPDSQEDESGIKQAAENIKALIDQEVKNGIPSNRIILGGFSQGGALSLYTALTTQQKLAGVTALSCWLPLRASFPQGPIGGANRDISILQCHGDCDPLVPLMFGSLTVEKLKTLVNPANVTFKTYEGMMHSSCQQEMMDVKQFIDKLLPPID
GSTO1 counter – blocks human GSTO1 in RBBP9 counter-screen; P78417; recombinant GSTO1, activity-based probe fluorescence polarization; inhibition, % at 5.96 µM; 300,000 tested, 1.1% active;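 active = inhibition above the campaign mean inhibition plus 3 SD, cut at about 35% in these data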;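 note: 0% = GSTO1-1 with DMSO and 100% = wells lacking GSTO1-1 enzyme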
Target sequence (P78417 whole entry, looked up): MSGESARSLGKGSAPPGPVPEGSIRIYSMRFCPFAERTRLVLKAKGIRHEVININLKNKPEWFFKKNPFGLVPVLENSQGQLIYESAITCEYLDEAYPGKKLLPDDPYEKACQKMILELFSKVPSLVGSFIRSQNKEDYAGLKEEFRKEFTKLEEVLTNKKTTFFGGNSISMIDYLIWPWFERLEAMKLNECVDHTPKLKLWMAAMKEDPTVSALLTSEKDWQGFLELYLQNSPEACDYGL
The depositor's hits bear a star; x = not tested or not shown; + = active, no number.

SMILES	PAD4 inh	PREPL inhibitor	PAFAH1B3 inh	PAFAH2 inh	LYPLA2 inh	EBNA-1 inh	ZTA counter	LYPLA1 counter	GSTO1 counter
CCN(CC(=O)NC1CCS(=O)(=O)C1)S(=O)(=O)c1cc(Br)ccc1Br (stereo unspecified)	0	-11	-1	8	-3	-12	-4	-2	3
CN(C)C(CNC(=O)c1ccc2ccccc2n1)c1ccccc1 (stereo unspecified)	-1	4	9	-5	5	-3	-6	-2	2
COc1ccc(/C=N/NC(=O)C(=O)N2CCCC2)cc1OC	2	-1	5	-7	-2	5	13	-1	4
COc1ccc(C)cc1S(=O)(=O)N(CC(=O)N1CCOCC1)Cc1ccccc1	-1	0	4	-3	7	8	-9	-2	7
O=C(COC(=O)CCN1C(=O)c2ccccc2C1=O)Nc1ccc(S(=O)(=O)N2CCCC2)cc1	-5	14	8	5	-11	10	13	-1	7
C[C@H](NC(=O)C1CCN(C(=O)[C@H](Cc2ccccc2)NC(=O)OC(C)(C)C)CC1)C(=O)O	2	12	5	-5	1	3	-14	3	16
COc1ccc(-c2nnc(SCC(=O)N3CCCCC3)o2)cc1	-1	11	7	-11	-1	-4	-14	-1	11
Cc1ccccc1NC(=S)N(CCCN1CCCCC1)Cc1ccco1	-5	3	0	2	-1	1	22	2	0
CCOc1cc(CNC(=O)CCCn2c(=O)c3cccn3c3cccnc32)cc(OCC)c1OCC	-2	1	4	2	-6	7	-3	0	0
CCC1CCCCN1CCCNC(=O)c1csc2c1CCCCC2 (stereo unspecified)	1	-1	1	-11	-2	-8	-16	-4	13
CC(C)CCNC(=O)C1CCCN(S(=O)(=O)c2ccc(-n3cnnn3)cc2)C1 (stereo unspecified)	1	-2	5	13	-1	-11	-8	-3	3
CCOC(=O)CSc1nc2ccccc2n1CC(=O)NC(C)(C)C	-5	-1	0	11	6	6	12	3	1
CCN(CC(=O)Nc1ccccc1C(F)(F)F)C(=O)c1ccc2c(=O)n3c(nc2c1)CCC3	2	1	4	8	-1	x	6	-3	x
O=C(O)CCC(=O)OC1CC2CCC1C2 (stereo unspecified)	2	10	3	8	1	3	-8	0	4
CCC(NC(=O)c1ccccc1NC(=O)C(C)(C)C)C(=O)N1CCCC1 (stereo unspecified)	-3	6	5	-9	0	-12	10	2	2
COc1ccc(Cc2nnc(NC(=O)c3cc(OC)c(OC)c(OC)c3)s2)cc1	1	-13	9	-6	-10	-18	-11	-6	1
Cc1cc(C)cc(NC(=O)c2ccc(S(=O)(=O)C(F)F)cc2)c1	0	-1	0	-6	-2	0	0	-2	-3
CC(C)(C)NC(=O)C(=O)NCc1ccncc1	-5	1	-4	1	-7	0	3	-6	0
Cc1cc(Br)c(NC(=O)c2c(-c3c(Cl)cccc3Cl)noc2C)c(Br)c1	-1	16	6	1	4	2	6	-5	0
Cc1cccc2cc(/C=N/Nc3ccc(C(=O)O)cc3)c(Cl)nc12	0	14	15	26	14	8	6	14	8
Cc1ccc(C(=O)Oc2ccccc2N2C(=O)C3C4CCC(C4)C3C2=O)cc1 (stereo unspecified)	-5	3	6	-2	2	-7	-11	2	2
Cc1ccc(C(=O)COC(=O)CCC(=O)Nc2ccccc2Cl)cc1[N+](=O)[O-]	-3	-2	3	5	7	-4	-16	5	3
Cc1nnc(SCC(=O)NC2CCCCCC2)n1C	-3	18	-2	-18	-2	4	17	2	14
CC(=O)Nc1ccc(S(=O)(=O)Nc2nnc(Cc3ccc(Cl)cc3)s2)cc1	0	3	4	-15	-16	-6	-22	-9	-4
CCOC(=O)CCC(NC(=O)CCCCCCCCC(=O)NC(CCC(=O)OCC)C(=O)OCC)C(=O)OCC (stereo unspecified)	1	-6	4	-12	2	-2	-9	4	1
CN(CC(=O)Nc1ccccc1Br)C(=O)c1cc([N+](=O)[O-])ccc1N1CCOCC1	5	19	+	139*	-1	-1	-7	3	8
O=C(CSc1nnc(CNC(=O)c2c(F)cccc2F)o1)c1ccccc1	-3	5	4	2	8	5	4	1	5
Cn1c(=O)c2c(nc(SCC(=O)c3cccs3)n2Cc2ccc(F)cc2)n(C)c1=O	-3	4	0	8	-7	-1	-16	1	9
CCC1(CC)NC(=O)N(CC(=O)N2CCN(S(=O)(=O)c3cccc(F)c3)CC2)C1=O	1	15	1	0	-4	-2	17	2	-1
CCN(CC(=O)NCc1ccc(Cl)cc1)C(=O)/C=C/c1ccco1	3	-12	1	15	-4	-5	7	-3	-17
Cc1nc(Sc2ccc(Cl)cc2)c(C#N)c(C)c1[N+](=O)[O-]	4	0	8	2	10	-4	-25	1	-9
Cc1ccc(-c2nn(-c3ccc(F)cc3)cc2C(=O)N(C)CC(=O)Nc2ccc(N3CCOCC3)cc2)cc1	4	3	5	2	-2	-7	4	0	1
Cc1ccc(CNS(=O)(=O)c2ccc(C(F)(F)F)cc2)n1C	4	-3	x	x	-5	4	4	-2	5
Cc1ccc(NC(=O)COC(=O)c2nn(-c3ccc(Cl)cc3)cc2O)cc1	-2	2	-1	-7	x	x	x	x	x
O=S(=O)(c1ccccc1)N1CCN(CCO)CC1	-5	3	6	0	2	4	3	-1	-1
c1ccc2c(c1)nnn2Cc1nnc2sc(-c3ccncc3)nn12	0	-1	9	1	0	5	3	-1	4
COc1ccc(-n2c(SCC(=O)c3ccc[nH]3)nnc2-c2ccccc2)cc1	-4	27	4	-2	-7	-3	9	-2	-7
COCCN1C(=O)C(=O)/C(=C(/O)c2ccc(S(=O)(=O)N3CCOCC3)cc2)C1c1ccc(OC)c(OC)c1 (stereo unspecified)	2	5	2	-3	7	9	8	1	1
O=C(N/N=C(\c1ccccc1)c1ccccn1)c1ccccc1Cl	-4	-9	6	-5	-1	7	-7	3	0
O=[N+]([O-])c1ccc(C[n+]2cc(-c3ccccc3)n3c2CCCCC3)cc1	-3	19	5	-1	4	-15	7	2	4
CCOC(=O)/C(C#N)=C\c1ccc(CC)s1	-1	5	6	1	2	2	3	2	-7
O=C(Cn1cc([N+](=O)[O-])ccc1=O)Nc1ccc2c(c1)OCO2	0	4	8	-1	11	x	7	5	x
O=C(Nc1ccc(F)cc1)c1ccccc1S(=O)(=O)c1ccccc1[N+](=O)[O-]	-2	17	-4	5	-2	-2	6	-7	-4
O=C(O)c1ccc2ncc(NC(=O)c3ccc(F)cc3)c(=O)n2c1	-4	-6	2	6	0	6	7	0	-3
Cc1cc(C)c2nc(NNC(=O)c3ccc(S(=O)(=O)N4CCCC(C)C4)cc3)sc2c1 (stereo unspecified)	-2	-2	6	-2	-1	3	4	-5	-15
NC1=NC(=O)/C(=C/c2cccc(F)c2)S1	-1	1	5	5	-1	5	8	1	-5
COc1ccc(S(=O)(=O)N[C@@H](C)C(=O)OCC(=O)Nc2cc3oc4ccccc4c3cc2OC)cc1	0	24	-11	-21	-21	-5	11	-11	0
Cc1ccc(NC(=O)CSc2nnc(Cc3csc(C)n3)o2)c(C)c1	-6	15	1	9	3	-3	6	1	1
COC(=O)C1CCN(C(=O)Cc2ccc(Br)cc2)CC1	-2	6	2	0	6	1	4	-2	-6
Cc1ccc(CN(c2ccc(C(=O)Nc3ccc4c(c3)OCO4)cc2)S(C)(=O)=O)cc1	-8	5	-2	5	-5	3	-1	-3	3
O=C(Nc1ccc2c(c1)OCO2)N1CCCC1	-6	-3	6	7	-5	-12	4	-4	-2
CCOC(=O)CCCCCC(=O)Nc1ccc2c(c1)CC(=O)N([C@@H](C)CO)C[C@H](C)[C@@H](CN(C)Cc1ccccc1)O2	2	14	11	1	x	x	x	x	x
COc1ccc(CCNC(=O)CCc2ccc(OC)cc2)cc1	-8	-3	2	3	6	0	26	-1	-1
CC(Sc1ccc(Cl)cc1)C(=O)Nc1ccc2c(c1)OCO2 (stereo unspecified)	0	-7	-3	-1	-3	2	10	0	2
CCOC(=O)N1CCN(Cc2nc3c(c(=O)n(C)c(=O)n3C)n2CCCc2ccccc2)CC1	-5	16	7	2	5	-9	-2	0	1
O=C1CCCC/C1=C/Nc1cccc(C(F)(F)F)c1	1	-3	3	11	-4	10	-13	3	0
CS(=O)(=O)N(CC(=O)NN=C1CCCCCC1)c1ccc(Oc2ccccc2)cc1	3	3	7	-2	2	-20	0	-5	7
Cc1cc(S(=O)(=O)N2CCCOC2CNC(=O)C(=O)NCCc2ccco2)ccc1F (stereo unspecified)	-3	-4	7	-1	2	0	-15	-2	1
CC(C)(C)c1ccc(/C=C2\SC(=O)N=C2N)cc1	2	-1	2	0	6	0	10	1	-1
CCn1c(CC(=O)Nc2ccccc2)nnc1SCC(=O)Nc1ccccc1C(=O)OC	-4	-1	1	11	-4	-8	0	-6	0

(next part)
SMILES	PAD4 inh	PREPL inhibitor	PAFAH1B3 inh	PAFAH2 inh	LYPLA2 inh	EBNA-1 inh	ZTA counter	LYPLA1 counter	GSTO1 counter
Cn1c(SCC(=O)N2CCCCCC2)nnc1-c1ccco1	-1	11	-8	7	4	-1	-8	0	6
O=C(N=C1SC2CS(=O)(=O)CC2N1CCc1ccccc1)C1CC1 (stereo unspecified)	-3	-7	4	6	3	2	32	-2	7
Cc1ccc(NC(=O)CCC(=O)OCC(=O)c2ccc(Oc3ccc([N+](=O)[O-])cc3)cc2)cc1	0	5	2	4	25	-1	1	-1	-2
CCOC(=O)c1c(NC(=O)COC(=O)Cn2cnc3ccccc32)sc(C)c1C	-3	16	6	0	1	-12	-14	0	1
O=C(NCc1ccccc1F)c1ccc(S(=O)(=O)N2CCCCCC2)cc1	0	14	4	6	0	x	11	-2	x
S=C(Nc1ccc2nc(-c3ccccn3)c(-c3ccccn3)nc2c1)N1CCOCC1	-2	2	4	0	-2	-1	-2	-4	9
Brc1ccccc1/C=N/N1CCCCC1	-3	15	7	-2	-1	-16	-3	-1	-1
CN1CCN(C(=O)/C(=C/c2ccc(F)cc2)c2ccsc2)CC1	-3	-4	7	4	-3	1	16	1	4
CN(CC(=O)Nc1cccc(S(=O)(=O)NC2=NCCC2)c1)Cc1ccccc1Cl	1	1	2	5	1	x	-3	-2	x
CCOc1ccc(C2N(c3cc(C)on3)C(=O)C3CCCN32)cc1OC (stereo unspecified)	-3	7	3	4	6	-11	-9	3	1
Cc1cc(C(=O)COc2ccc(C#N)cc2)c(C)n1-c1ccc2c(c1)OCO2	-4	5	3	-4	-3	2	-5	-4	-5
COc1cccc(CN(C)C(=O)CN2C(=O)NC(c3ccccc3)(c3ccccc3)C2=O)c1OC	0	-1	4	7	-2	x	8	0	x
O=C(CSc1ncccc1C(=O)O)NCc1ccc(F)cc1	2	-9	8	-8	-3	4	15	-2	5
CS(=O)(=O)Nc1ccc(Br)cc1C(=O)c1ccccc1	0	-13	5	2	-7	10	-2	-1	4
CCOC(=O)c1c(C)c(C(=O)Nc2ccc(F)cc2)c(C)n1C	-5	-1	1	4	1	4	-5	0	5
O=C(O)C1C(C(=O)Nc2ccc(Cl)cc2)C2C=CC1C21CC1 (stereo unspecified)	-3	7	2	-1	11	1	10	2	4
CC1CCN(C(CNS(=O)(=O)c2ccccc2)c2ccccc2)CC1 (stereo unspecified)	3	-19	11	5	2	x	-7	1	x
O=C(NCCN1CCOCC1)Nc1ccc(F)cc1	-1	-4	1	-4	-2	-3	5	0	4

Only part of the results is shown; rates above refer to the full screens.
